Screening data as filed in PubChem BioAssay.
HDAC3 inhib: HDAC3 deacetylase inhibitors, primary screen, biochemical, fluorescence, cell-free homogeneous | inhibition, % at 8.3 µM | 0.15% of 320,000 active | Histone deacetylase 3 (Homo sapiens), O15379 | recombinant HDAC3, fluorogenic peptide/trypsin coupled; in the data active means inhibition above about 26%, passing the limit was not always enough
KCNQ1 block: inhibitors of human KCNQ1 channel, primary screen, cell-based, thallium flux, high-throughput; Potassium voltage-gated channel subfamily KQT member 1 (Homo sapiens), P51787; CHO-K1 KCNQ1, FluxOR thallium flux fluorescence; stronger effect = higher value; B-score at 10 µM; 1.3% of 310,000 active; AID 2642, 2010;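 active means compounds whose thallium flux B-score, printed positive for inhibition, exceeds three library SD while starting fluorescence stays within three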;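 further: channel opened by potassium depolarization with thallium stimulus after 20 min compound exposure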
TRPC4 PAM: positive allosteric modulators of TRPC4, primary screen, cell-based, mouse TRPC4beta, HEK293 mu-opioid, Fluo-4 calcium; Short transient receptor potential channel 4 (Mus musculus), Q9QUQ5; DAMGO EC20, Fluo-4 Ca2+ flux; stronger effect = higher value; B-score at 10 µM; 0.42% of 310,000 active;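 active means B-score of calcium response area above 5 SD of library B-scores, with initial fluorescence ratio within 5 SD of library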;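 further: B-score of integrated fluorescence ratio over time as area under calcium response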
ANO1 activ: TMEM16A chloride channel activators or potentiators, primary screen, cell-based, HTS; AID 623877, 2012; Anoctamin-1 (Mus musculus), Q8BHY3; 0.3% of 340,000 active; HEK293 TMEM16A/YFP-H148Q/I152L, iodide quench fluorescence; stronger effect = lower value; B-score at 10 µM;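 active means fluorescence-ratio B-score plate-corrected deviation score at least 3 library SD below zero, with starting fluorescence score within 5 deviations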;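 further: channel opened by trigger with iodide after compound preincubation; score built on the fluorescence ratio of max minus min over baseline; more negative score means more quench and so TMEM16A activation or potentiation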
hERG protect: hERG rescue from dofetilide block, primary screen, cell-based, CHO-hERG, FluxOR thallium flux, dofetilide IC70 | Voltage-gated inwardly rectifying potassium channel KCNH2 (Homo sapiens), Q12809 | dofetilide IC70 present | activation (rescue from dofetilide block), less the hit threshold, % at 10 µM | 0.51% of 310,000 active;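 active means activation above the mean of controls blocked by dofetilide plus 5 SD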;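 further: thallium influx through hERG after potassium depolarization seen as dye fluorescence rise; in these data hits start at about 4.7%; inactives centre near -7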
Target sequence (Q12809 whole entry, looked up): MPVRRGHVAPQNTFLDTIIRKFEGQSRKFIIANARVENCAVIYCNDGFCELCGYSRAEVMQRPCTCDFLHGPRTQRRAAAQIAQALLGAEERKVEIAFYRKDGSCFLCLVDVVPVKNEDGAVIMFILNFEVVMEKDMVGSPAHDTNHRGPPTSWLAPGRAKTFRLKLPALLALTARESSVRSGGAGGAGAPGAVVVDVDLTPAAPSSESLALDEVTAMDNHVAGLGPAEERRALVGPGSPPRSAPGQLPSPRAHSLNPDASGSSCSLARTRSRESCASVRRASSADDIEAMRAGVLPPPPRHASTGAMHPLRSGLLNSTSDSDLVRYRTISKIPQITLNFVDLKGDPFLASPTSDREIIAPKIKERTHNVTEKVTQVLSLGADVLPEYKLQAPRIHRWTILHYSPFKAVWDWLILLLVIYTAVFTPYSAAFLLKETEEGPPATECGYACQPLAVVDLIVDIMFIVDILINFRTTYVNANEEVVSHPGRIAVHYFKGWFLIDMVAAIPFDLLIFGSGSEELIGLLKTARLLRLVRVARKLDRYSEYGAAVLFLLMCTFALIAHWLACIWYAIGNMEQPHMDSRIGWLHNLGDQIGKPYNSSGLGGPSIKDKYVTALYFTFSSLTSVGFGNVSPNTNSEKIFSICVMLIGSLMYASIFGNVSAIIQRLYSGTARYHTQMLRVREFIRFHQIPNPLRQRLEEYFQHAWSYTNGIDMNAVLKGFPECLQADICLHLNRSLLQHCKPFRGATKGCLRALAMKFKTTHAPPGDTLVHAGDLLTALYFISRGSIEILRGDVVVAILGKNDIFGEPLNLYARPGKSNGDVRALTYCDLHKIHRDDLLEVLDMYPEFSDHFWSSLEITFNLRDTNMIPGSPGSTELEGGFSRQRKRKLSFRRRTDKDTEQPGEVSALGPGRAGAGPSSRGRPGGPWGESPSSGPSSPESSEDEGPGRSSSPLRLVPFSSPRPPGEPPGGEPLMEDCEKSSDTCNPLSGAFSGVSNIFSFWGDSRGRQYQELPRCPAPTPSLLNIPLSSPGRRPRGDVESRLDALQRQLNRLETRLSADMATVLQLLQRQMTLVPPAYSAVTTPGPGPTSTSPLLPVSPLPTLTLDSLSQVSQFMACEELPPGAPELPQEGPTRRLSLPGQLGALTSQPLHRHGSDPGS
ANO1 block: TMEM16A chloride channel inhibitors, primary screen, cell-based, HTS; Anoctamin-1 (Mus musculus), Q8BHY3; HEK293 TMEM16A/YFP iodide influx fluorescence, ionomycin; normalized B-score (activity score, 25-100; higher = stronger inhibition) at 10 µM; 1.2% of 310,000 active; AID 588511, 2011;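 active means ratio plate-corrected score three or more library SD toward inhibition, starting fluorescence score within five deviations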;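 further: score derived from kinetic fluorescence span divided by baseline fluorescence per well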
Dyrk1A ADPGlo: rat Dyrk1A kinase inhibitors, primary screen, biochemical, single point, plate reader; ADP-Glo luminescence, NFATc1 peptide; Dual specificity tyrosine-phosphorylation-regulated kinase 1A (Rattus norvegicus), Q63470; inhibition, % at 12.5 µM; 0.43% of 310,000 active; AID 504441, 2011; in the data active means inhibition above about 50%;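 further: plate controls were vehicle with enzyme for no effect and no enzyme for full effect; many of its hits are not listed in these tables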
KCNQ1 pot: potentiators or activators of KCNQ1 channel, primary screen, cell-based, thallium flux, high-throughput; Potassium voltage-gated channel subfamily KQT member 1 (Homo sapiens), P51787; B-score at 10 µM; CHO-K1 KCNQ1, thallium flux FluxOR fluorescence; stronger effect = higher value; AID 2648, 2010; 0.35% of 310,000 active;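 active means fluorescence ratio B-score, a plate-corrected score, at least three library SD, with initial intensity B-score within 5 SD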
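assay system = KCNQ1-transfected CHO-K1 cells | medium = assay buffer with matched DMSO | probe or stimulus = depolarizing K+/Tl+ stimulus, K2SO4 and Tl2SO4 each 12.5 mM in 5x stock | dosing = single dose | incubation = dye 90 min, compound 20 min, room temperature | detection = kinetic FluxOR fluorescence, 10 s baseline plus 110 s post-stimulus | evaluation = ratio B score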
KCNK9 inh: KCNK9 potassium channel inhibitors, primary screen, HEK293 cells, thallium flux; FluxOR thallium flux fluorescence; stronger effect = lower value; 1.2% of 310,000 active; B-score at 10 µM; Potassium channel subfamily K member 9 (Homo sapiens), Q9NPC2;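 active means ratio B-score over 3 SD below the library mean, with starting fluorescence within 5 SD of its mean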;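 further: negative B-score means less thallium flux so channel inhibition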
TRPC4 agonist: activators of mouse TRPC4 channel, primary screen, Fluo4 calcium, HEK293 TRPC4beta/mu-opioid cells | B-score at 10 µM | Fluo4 calcium fluorescence; stronger effect = higher value | 0.49% of 310,000 active | Short transient receptor potential channel 4 (Mus musculus), Q9QUQ5;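 active means B-score above 5 SD of library B-scores, and initial fluorescence ratio not above library mean plus 5 SD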;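 further: positive B-score marks a calcium rise read as TRPC4 activation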
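Material: TRPC4beta and mu-opioid receptor HEK293 stable cells | Incubation: 45 min room-temperature Fluo4 loading, 110 s read | Detection: Kinetic Fluo4 calcium fluorescence | Measure: Integrated baseline-normalised fluorescence ratio, converted to per-well B score | Benchmarks: Low control buffer alone, high control maximal DAMGO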
KCNK3 inh: human KCNK3 channel inhibitors, primary screen, CHO cells, FluxOR thallium flux, B-score; FluxOR fluorescence; stronger effect = lower value; 0.84% of 340,000 active; Potassium channel subfamily K member 3 (Homo sapiens), O14649; B-score at 10 µM;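 active means B-score under library mean minus 4 SD, starting fluorescence ratio at most library mean plus 5 SD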;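 further: more negative B-score means stronger inhibition of thallium flux through KCNK3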
Active calls of the source: *; i = inactive; . = no result given. These rows are one share of the data (hit frequency here may not be typical).

SMILES,TRPC4 PAM,KCNK3 inh,ANO1 block,KCNK9 inh,HDAC3 inhib,Dyrk1A ADPGlo,KCNQ1 pot,hERG protect,ANO1 activ,TRPC4 agonist,KCNQ1 block
CC(=O)NC(Cc1c[nH]c2ccccc12)C(=O)OCC(=O)Nc1ccc2c(c1)OCO2 (stereo not given),.,i,i,.,3,3,.,.,i,.,.
CCn1c(SCC(=O)c2ccccc2)nnc1-c1cc2cc(Br)ccc2o1,i,i,i,i,1,2,i,-5,i,i,i
COc1ccc(N(C(C)C(=O)N2CCC(Cc3ccccc3)CC2)S(C)(=O)=O)cc1 (stereo not given),i,i,i,i,-1,.,i,-23,i,i,i
CCOc1ccc(NS(=O)(=O)c2ccc(SC)cc2)cc1,i,i,i,i,2,3,i,-15,i,i,i
Fc1ccccc1C1CCN(Cc2nc(CC3CC3)no2)C1 (stereo not given),i,i,i,i,0,-2,i,-5,i,i,i
CCc1ccc(O)c(N=Cc2ccccc2O)c1,i,i,i,i,2,0,i,-8,i,i,i
O=C(c1ccccc1)c1nn(-c2cccc(Cl)c2)c2nc(-c3ccccc3)cc(=O)n12,i,-21*,i,i,7,-3,i,-8,i,i,i
CN(Cc1ccccc1F)C(=O)CN1c2cccc3cccc(c23)S1(=O)=O,i,i,i,i,-2,.,i,-16,i,i,i
COCCN(Cc1ccccc1)P(=O)(O)c1ccccc1OCC(=O)O,i,i,i,i,-3,8,i,-2,i,i,i
Cc1cccc(N(C2C=CS(=O)(=O)C2)S(=O)(=O)c2ccccc2)c1 (stereo not given),i,i,i,i,-2,7,i,-2,i,i,i
Cc1ccc(-n2nc3c(=O)n(CC(=O)NCc4ccccc4)nc(C)c3c2C)cc1,i,i,i,i,-2,-8,i,-7,i,i,i
O=c1cc(CSc2nnnn2-c2ccccc2)nc(Nc2ccc(F)cc2)[nH]1,i,i,i,i,-3,5,i,-3,i,i,i
CN1CCN(C(=O)C2C3C=CC(C3)C2C(=O)O)CC1 (stereo not given),i,i,i,i,-1,-4,i,-3,i,i,i
O=C1/C(=N\S(=O)(=O)c2cccs2)C([n+]2ccccc2)=C([O-])c2ccccc21,i,i,i,i,6,-1,i,-9,-11*,i,i
Cc1nc(N2CCOCC2)c2oc3ccccc3c2n1,i,i,i,i,-3,4,i,-12,i,i,i
O=C(NCCCc1nc2ccccc2[nH]1)c1cccs1,i,i,i,i,4,-2,i,0,i,i,i
Cc1ccc(NC(=O)c2ccc(Cl)cc2[N+](=O)[O-])nc1,i,i,i,i,-6,4,i,-9,i,i,i
CSc1ccccc1OCc1cc(C(=O)N2CCN3CCCC3C2)no1 (stereo not given),i,i,i,i,2,.,i,-3,i,i,i
CN(C)S(=O)(=O)c1cc([N+](=O)[O-])ccc1N1CCCCCC1,i,i,i,i,3,-3,i,-2,i,i,i
Cc1ccc(C(=O)OCC(=O)Nc2cccc(Cl)c2C)c(O)c1,i,i,i,i,0,0,i,-13,i,i,i
CNc1nc(Cl)c(SC)c(NC2CCCCC2)n1,i,i,i,i,-6,4,i,-8,i,i,i
Cc1c(NC(=O)CCCOc2ccccc2)cccc1[N+](=O)[O-],i,i,i,i,-1,2,i,-10,i,i,i
CC(C)(C)c1ccc(C(=O)NC(=S)Nc2sc3c(c2C#N)CCC3)cc1,i,i,i,i,-1,-1,i,-6,i,i,i
CCOC(=O)c1c(-c2ccc(-c3ccccc3)cc2)csc1NC(=O)CCC(=O)O,i,i,i,i,3,2,i,-10,i,i,i
COc1ccc(NS(=O)(=O)c2ccc(NC(=S)NC(=O)/C=C/c3ccc(C)cc3)cc2)nn1,i,i,i,i,-1,-1,i,-4,i,i,i
CC(=O)Nc1sc2c(c1C(N)=O)CCN(Cc1ccccc1)C2,i,i,i,i,-4,2,i,-9,i,i,i
O=c1cc(C(F)(F)F)[nH]c2ccccc12,i,i,i,i,-12,-2,i,-8,i,i,i
COCC(=O)Nc1nnc(C2CCCCC2)s1,i,i,i,i,.,4,i,-8,i,i,i
COc1ccc(-c2nc(CS(=O)CC(=O)NCCN3CCCCC3C)c(C)o2)cc1OC (stereo not given),i,i,i,i,3,5,i,-10,i,i,i
COc1ccc(N(C(=O)CNC(=O)c2cccs2)C(C(=O)NCC2CCCO2)c2ccccc2)c(OC)c1 (stereo not given),i,i,i,i,-8,-7,i,-6,i,i,i
N/C(=N\NS(=O)(=O)c1cc(C(F)(F)F)cc(C(F)(F)F)c1)c1ccccn1,i,i,i,i,1,5,i,-8,i,i,i
CCO[C@H]1OC(C(N)=O)=C[C@@H](c2csc3ccccc23)[C@@H]1CCCO,i,i,i,i,-5,9,i,-4,i,i,i
Cc1ccc(N=Nc2c(C)[nH][nH]c2=O)c(C)c1,i,i,i,i,-4,31,i,-11,i,i,i
Cn1cnnc1SCC(=O)NNC(=O)c1ccc(Cl)cc1,i,i,i,i,-1,0,i,-10,i,i,i
CCCSc1nc2sc3c(c2c(=O)[nH]1)CCN(Cc1ccccc1)C3,i,i,i,i,-52,7,i,-22,-5.6*,i,i
C=CCN1c2ccccc2[C@]23C[C@@H](C(=O)OC)N(C(=O)OCC)C2=NC(C(=O)OC)=C(C(=O)OC)[C@H]13,i,i,i,i,2,1,i,-5,i,i,i
CC12CN3CC(C)(CN(C1)C3c1ccc3ccccc3c1O)C2=O (stereo not given),i,i,i,i,-9,-2,i,-5,i,i,i
COc1ccc(C)cc1NC(=O)NNC(=O)C1CCC(C(C)(C)C)CC1 (stereo not given),i,i,i,i,7,-5,i,-1,i,i,i
COc1ccc(/C=N/NC(=O)C(=O)NCC2CCCO2)cc1 (stereo not given),i,i,i,i,4,3,i,-12,i,i,i
COc1ccc(NC2CCCN(C(=O)c3ccc(C)c(N4CCNC4=O)c3)C2)cc1 (stereo not given),i,i,i,i,6,-1,i,-9,i,i,i

Already shown: 6 of the compounds above.
SMILES,TRPC4 PAM,KCNK3 inh,ANO1 block,KCNK9 inh,HDAC3 inhib,Dyrk1A ADPGlo,KCNQ1 pot,hERG protect,ANO1 activ,TRPC4 agonist,KCNQ1 block
CNc1nc(Cl)c(SC)c(NC2CCCCC2)n1,i,i,i,i,-6,4,i,-8,i,i,i
Cc1c(NC(=O)CCCOc2ccccc2)cccc1[N+](=O)[O-],i,i,i,i,-1,2,i,-10,i,i,i
CC(C)(C)c1ccc(C(=O)NC(=S)Nc2sc3c(c2C#N)CCC3)cc1,i,i,i,i,-1,-1,i,-6,i,i,i
CCOC(=O)c1c(-c2ccc(-c3ccccc3)cc2)csc1NC(=O)CCC(=O)O,i,i,i,i,3,2,i,-10,i,i,i
COc1ccc(NS(=O)(=O)c2ccc(NC(=S)NC(=O)/C=C/c3ccc(C)cc3)cc2)nn1,i,i,i,i,-1,-1,i,-4,i,i,i
CC(=O)Nc1sc2c(c1C(N)=O)CCN(Cc1ccccc1)C2,i,i,i,i,-4,2,i,-9,i,i,i

(continued)
SMILES,TRPC4 PAM,KCNK3 inh,ANO1 block,KCNK9 inh,HDAC3 inhib,Dyrk1A ADPGlo,KCNQ1 pot,hERG protect,ANO1 activ,TRPC4 agonist,KCNQ1 block
Oc1ccc(NCc2cccs2)cc1,i,i,i,i,-1,0,i,-3,i,i,i
CCCCNC(=O)CSc1nc(O)c(Cc2ccc(OC)cc2)c(=O)[nH]1,i,i,i,i,.,1,i,-6,i,i,i
Cc1ccc(-c2nnn(CC(=O)N(Cc3ccccc3)C(C(=O)NC3CCCC3)c3ccncc3)n2)o1 (stereo not given),i,i,i,i,.,-1,i,-3,i,i,i
Cc1cc(NC(=O)c2cccc(S(=O)(=O)N3CCC(C)CC3)c2)no1,i,i,i,i,-9,0,i,-11,i,i,i
CN(Cc1ccco1)C(=O)c1c[nH]c2ccc(S(=O)(=O)Nc3ccc4c(c3)OCCO4)cc2c1=O,i,i,i,i,2,-3,i,-12,i,i,i
NC(=O)COC(=O)CCCSc1nc2ccccc2s1,i,i,i,i,-7,.,i,-1,i,i,i
C=CCc1cccc(Cl)c1OCCCNC1CCCC1,i,i,i,i,2,16,i,-4,i,i,i
CCOC(=O)Cc1csc(NC(=O)Cn2c(=O)oc3ccccc32)n1,i,i,i,i,-1,-1,i,-14,i,i,i
CCNc1nc(Oc2ccc(=O)n(-c3ccccc3)n2)nc(N2CCOCC2)n1,i,i,i,i,-2,5,i,-4,i,i,i
O=C(CN1CCN(c2ccccc2)CC1)Nc1ccc(Oc2ccccc2)cc1,i,i,i,i,10,3,i,-14,i,i,i
Cc1ccc(Cn2ccc(NC(=O)c3cc(-c4ccc(F)cc4)on3)n2)cc1,i,i,i,i,0,-18,i,-10,i,i,i
CN1CCc2nc(SCC(=O)Nc3ccc(Cl)cc3)c(C#N)cc2C1,i,i,i,i,2,1,i,-4,i,i,i
O=c1[nH]c(N2CCN(Cc3ccc4c(c3)OCO4)CC2)nc2c1CCCC2,i,i,i,i,6,4,i,-4,i,i,i
O=C(NC(Cc1c[nH]c2ccccc12)C(=O)Nc1ccc(OC(F)(F)F)cc1)c1cccs1 (stereo not given),i,i,i,i,3,-6,i,-9,i,i,i
Oc1ccc(C(=S)N2CCN(Cc3ccccc3)CC2)cc1,i,i,i,i,10,6,i,-6,i,i,i
